# Bioassay records as filed in PubChem BioAssay.
# Yfh1-off respiration = enhancers of respiration in Yfh1-depleted yeast, dose response, Friedreich's ataxia, plus single-dose screen (AID 1465). S. cerevisiae Yfh1-off respiration, WST-1 reduction, 72 h; higher fold induction means a stronger effect. fold induction at 50 µM; hits with a dose series show EC50 in µM. actives 0.074% (n = 220,000);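 active means fold induction of absorbance versus untreated yeast above a set limit, then at least 30% activation at any dose in follow-up; inconclusive means repeats straddling the limit, or above it without dose testing; inactive means fold induction below the set limit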;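 further: activators that raise dye reduction in frataxin-depleted yeast; strong numbers were not always called active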
# GPR55 beta-arrestin = GPR55 agonists via beta-arrestin recruitment, primary screen, imaging, U2OS cells, beta-arrestin-GFP redistribution (AID 1961); activation, % at 10 µM, or EC50 in µM where a hit was titrated; actives 0.048% (n = 290,000); U2OS GPR55 beta-arrestin-GFP redistribution imaging; higher % means a stronger effect;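 active means activation above 40% with more than 50 cells counted in the well; inconclusive means wells holding fewer than 50 cells, flagged as toxic or sparse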;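 further: U2OS osteosarcoma cells stably expressing GPR55 and beta-arrestin-GFP; plate controls were DMSO negative control for no effect and LPI positive control for full effect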
# GPR55 LPI antagonism = GPR55 antagonists blocking LPI-driven arrestin recruitment, primary screen, imaging, U2OS, beta-arrestin-GFP, LPI agonist (AID 2013). G-protein coupled receptor 55 (Homo sapiens). U2OS GPR55 beta-arrestin-GFP translocation imaging, LPI antagonism; higher % means a stronger effect. one-dose inhibition, % at 10 µM; IC50 in µM for titrated hits. actives 0.13% (n = 290,000);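 active means spots per cell inhibited over 60%, with over 100 cells counted and total cytoplasm intensity under 500,000; inconclusive means wells with under 100 cells, flagged as likely toxic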;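 further: U2OS cells stably carrying GPR55 and arrestin-GFP stimulated by 5 µM LPI near EC80; imaged beta-arrestin-GFP aggregate spots per cell after agonist stimulation; plate controls were LPI-stimulated DMSO wells for no effect and DMSO wells without LPI for full effect; some results filed as inactive read as strong as hits; confirmed hits need IC50 under 10 µM and bright autofluorescent wells are also inconclusive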
# GPR35 arrestin U2OS = GPR35 antagonists blocking zaprinast-driven arrestin recruitment, primary screen, imaging, U2OS, beta-arrestin-GFP, zaprinast agonist (AID 2058). U2OS GPR35 beta-arrestin-GFP translocation imaging, zaprinast antagonism; higher % means a stronger effect. inhibition, % at 10 µM; hits with a dose series show IC50 in µM. actives 0.052% (n = 290,000);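 active means inhibition of at least 50% with at least 30 cells and total cytoplasm GFP at most 10,000,000; inconclusive means under 30 cells or total GFP of 10,000,000 plus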
# NTR1 ag = agonists of NTR1, primary screen, imaging, U2OS cells, beta-arrestin-GFP, high content (AID 493036); NTR1-U2OS beta-arrestin-GFP spot imaging, agonist mode; activation, % at 20 µM; actives 0.17% (n = 330,000); Neurotensin receptor type 1 (Homo sapiens), P30989;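 active means activation at or above 40% of the spot to cytoplasm intensity ratio, with at least 20 cells analyzed; inconclusive means wells under 20 cells, flagged as cytotoxic or low count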;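 further: 0% = DMSO without peptide and 100% = 100 nM NTR1 peptide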
# Target sequence (P30989 whole entry, looked up): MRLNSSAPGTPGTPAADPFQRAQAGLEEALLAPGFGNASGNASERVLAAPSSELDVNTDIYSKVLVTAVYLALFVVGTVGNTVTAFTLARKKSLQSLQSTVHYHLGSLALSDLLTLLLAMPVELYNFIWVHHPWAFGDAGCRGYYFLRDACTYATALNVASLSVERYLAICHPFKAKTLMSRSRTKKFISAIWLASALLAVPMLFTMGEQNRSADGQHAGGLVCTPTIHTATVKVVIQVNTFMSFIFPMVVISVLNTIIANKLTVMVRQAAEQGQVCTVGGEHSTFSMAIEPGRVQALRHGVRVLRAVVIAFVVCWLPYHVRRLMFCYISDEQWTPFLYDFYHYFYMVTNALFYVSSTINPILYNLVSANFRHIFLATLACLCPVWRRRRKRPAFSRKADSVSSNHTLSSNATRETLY
# AID2073 = inhibitors of Mint1-CaV2.2 protein interaction, biochemical, HTRF (AID 2073); Voltage-dependent N-type calcium channel subunit alpha-1B (Homo sapiens); HTRF protein-protein interaction, Mint1-CaV2.2; higher % means a stronger effect; inhibition, % at 20 µM; hits with a dose series show IC50 in µM; actives 0.19% (n = 290,000); in the data active means inhibition mostly above about 51%, no sharp cut-off; inconclusive means no clear call, values can overlap the other calls; inactive means mostly below about 53%; further: some results filed as inactive read as strong as hits
# Dengue-2 NS5 capping = Dengue-2 NS5 methyltransferase inhibitors, primary screen, biochemical, confirmation dose response (AID 588689). one-dose inhibition, % at 25 µM; IC50 in µM for titrated hits. Genome polyprotein (Dengue virus type 2 (strain 16681-PDK53)). actives 0.3% (n = 340,000). Dengue-2 NS5 methyltransferase capping enzyme assay, biochemical; higher % means a stronger effect; in the data active means a potency from the dose series; inconclusive means inhibition above about 29% without an active follow-up result
# MgcRacGAP inhibition = MgcRacGAP GTPase-activating activity inhibitors, confirmation, biochemical, ADP Hunter fluorescence; Rac GTPase-activating protein 1 (Homo sapiens); MgcRacGAP-stimulated Rac1 GTP hydrolysis, ADP Hunter fluorescence; higher % means a stronger effect; GST-tagged Rac1 F28L mutant substrate; inhibition, % at 30 µM, or IC50 in µM where a hit was titrated; actives 0.6% (n = 340,000);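 active means first-screen hits whose inhibition reached a set limit at any dose in the follow-up dose series; inconclusive means inhibition above the set first-screen limit but never retested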;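 further: fluorescence reports GDP produced by GAP-driven GTP hydrolysis; strong numbers were not always called active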
# SV40 large T antigen = SV40 large T antigen inhibitors, biochemical (AID 1903); actives 0.39% (n = 310,000); inhibition, % at 20 µM, or IC50 in µM where a hit was titrated; SV40 large T antigen ATPase/helicase inhibition assay; higher % means a stronger effect; in the data active means a potency from the dose series; inconclusive means inhibition mostly from about 32% at the one dose, without a potency; inactive means the rest, 99 in 100 with inhibition below about 32%; further: strong numbers were not always called active
# NTR1 ag cell count 20 µM = second read-out of NTR1 ag, no call of its own (marks repeat the call); cell count; measured here: cell count, cytotoxicity flag
# Dengue-2 NS5 capping pilot replicate = recorded beside Dengue-2 NS5 capping, whose call it bears; inhibition, %; measured here: pilot screen replicate inhibition
# An asterisk follows results filed as active; i = inactive; ? = inconclusive; nt = no result given.
SMILES,Yfh1-off respiration,GPR55 beta-arrestin,GPR55 LPI antagonism,GPR35 arrestin U2OS,NTR1 ag,NTR1 ag cell count 20 µM,AID2073,Dengue-2 NS5 capping,MgcRacGAP inhibition,SV40 large T antigen,others
N#Cc1cccc(OCC(=O)NC(=O)NCc2ccccc2)c1,i,-0.3%,10%,-13%,0.2,40,7%,-12%,-4%,21%,
COc1ccc(C(CC(=O)O)NC(=O)c2ccco2)cc1 (stereo not drawn),i,-0.1%,-14%,2%,-0.6,78,11%,1%,12%,-1%,Dengue-2 NS5 capping pilot replicate=-3.0
Cn1c(=O)oc2cc(S(=O)(=O)CCC(=O)Nc3ccccc3)ccc21,nt,0.3%,8%,5%,-0.2,60,4%,-6%,8%,9%,
O=C(NCCc1ccccc1)C(=O)Nc1nccs1,i,-0.2%,4%,8%,1.0,49,-3%,0%,0%,8%,
Cc1ccc(C(C(=O)NCC2CCCO2)N(C(=O)c2snc(C(N)=O)c2N)c2ccc3c(c2)OCCO3)cc1 (stereo not drawn),nt,-0.3%,0%,3%,0.1,39,3%,1%,3%,1%,
CCC1(C)Cc2c(sc3nn[nH]c(=O)c23)CO1 (stereo not drawn),i,-0.1%,0%,5%,-2.0,43,-12%,-3%,11%,9%,
COc1ccc(N2CCN(C(c3cccs3)C(C)NC(=O)C(=O)N3CCCC3)CC2)cc1 (stereo not drawn),nt,-0.1%,-13%,-4%,0.1,52,-27%,-8%,25%,23%,
O=C1/C(=C/c2ccccc2)NC(=S)N1C(c1ccccc1)c1ccccc1,i,-0.1%,-1%,2%,5.7,46,8%,20%,-6%,12%,
Cc1nn(C)cc1C(C)NC(=O)c1cc(COc2c(F)cccc2F)on1 (stereo not drawn),i,-0.2%,-1%,-15%,0.3,70,-2%,-4%,-7%,4%,
Cc1ccc(/C=C(\C#N)C(=O)Nc2ccccn2)o1,i,0.3%,5%,-6%,-1.0,44,1%,-7%,3%,16%,
CCOc1ccc(NC(=O)N2CCC(NC(=O)C(Cc3ccccc3OC)NC(C)=O)CC2)cc1 (stereo not drawn),nt,-0.2%,-2%,2%,0.0,49,7%,2%,3%,13%,
CCOc1ccccc1-n1nnnc1SCC(=O)NC(=O)NCc1ccco1,i,0.4%,16%,3%,0.7,82,22%,-9%,2%,15%,
Cc1ccc(C(=O)Nc2ccc3c(c2)C(=O)N(C)C3=O)c(C)c1,nt,-0.1%,2%,4%,5.7,38,20%,-3%,5%,nt,
CC(C)N(C)C1CCN(C(=O)Nc2ccc(Cl)cc2)CC1,i,-0.1%,11%,5%,-1.4,52,-3%,-2%,4%,3%,
CN(CC(=O)Nc1ccc(Cl)c(C(F)(F)F)c1)C(=O)CCNC(=O)c1ccco1,nt,nt,nt,nt,-0.5,61,nt,-5%,4%,11%,
COC(=O)c1c(O)ccc(Oc2ccccc2)c1C(=O)OC,i,-0.2%,6%,-2%,-0.5,48,8%,4%,4%,-4%,
CC(=O)NC(NC(=S)Nc1ccc(C)cc1C)C(Cl)(Cl)Cl (stereo not drawn),i,0.3%,12%,-7%,0.4,69,-21%,-9%,10%,8%,
COc1ccc(C(NC(=O)C2CCCCC2)c2c(O)ccc3ccccc23)cc1 (stereo not drawn),i,0.6%,16%,-6%,4.5,48,7%,-3%,10%,6%,
COc1ccc(N2CCN(S(=O)(=O)c3c(C(=O)N4CCOCC4)c(C)n(C)c3C)CC2)cc1,nt,0.3%,-5%,3%,3.0,67,4%,1%,10%,23%,
O=C(N/N=C/c1cccnc1)c1cc(-c2ccccc2OCc2ccccc2)n[nH]1,i,-0.1%,-1%,1%,0.1,50,-6%,2%,5%,-20%,
C=CCO/N=C(/C)c1ccc(Oc2cnccn2)cc1,i,1.0%,-5%,-10%,1.4,86,16%,-5%,10%,2%,
CC(=O)c1cnn(-c2c(Cl)cc(Cl)cc2Cl)c1C,i,0.0%,7%,4%,-0.6,59,-6%,0%,-2%,-5%,
O=C(c1cc2nc(-c3ccco3)cc(C(F)(F)F)n2n1)N1CCN(c2ccccc2)CC1,i,-0.1%,11%,28%,0.7,56,11%,-5%,9%,5%,
Cc1ccc(CN2CCCCC2C(=O)Nc2ccc(Oc3cccnc3)cc2)o1 (stereo not drawn),nt,-0.1%,-16%,-9%,0.7,51,11%,0%,5%,16%,
Cc1cc(C)nc(Sc2c(C)n[nH]c2C)n1,i,-0.2%,12%,9%,-0.8,43,-1%,-4%,5%,3%,
Nc1cccc2c1C(=O)N(CCOc1ccc(F)cc1)C2=O,nt,-0.1%,6%,14%,-0.2,54,24%,8%,6%,6%,
Cc1cc(OCC(=O)Nc2ccc3c(c2)OCCO3)ccc1Cl,i,0.2%,-1%,8%,1.3,62,0%,-4%,3%,15%,
COc1cccc(CNc2ccc3[nH]c(=O)[nH]c3c2)c1OCc1ccccc1,nt,-0.1%,11%,2%,1.6,57,-32%,0%,?,16µM*,
CC(NS(=O)(=O)c1ccc(Br)cc1)C(=O)NC1CCCCCC1 (stereo not drawn),nt,0.6%,6%,-3%,0.1,38,4%,-3%,-1%,15%,
c1ccc(-c2ccccc2-c2nc(-c3ccncc3)no2)cc1,i,0.8%,41%,-3%,1.2,57,0%,2%,6%,-6%,
CN(CCC#N)C(=O)CC1(Cc2ccccc2)CCOC(C)(C)C1 (stereo not drawn),i,-0.1%,-4%,16%,-0.9,53,20%,-4%,7%,9%,
CCOc1ccccc1NC(=O)COC(=O)CC(C)(C)CC1=NS(=O)(=O)c2ccccc2N1,nt,-0.1%,2%,-6%,-0.3,56,-1%,-9%,7%,0%,
CC(C)N(Cc1ccccc1)S(=O)(=O)c1ccc2c(c1)NC(=O)CO2,nt,-0.1%,2%,3%,-0.5,71,11%,-2%,12%,8%,
COc1cc(-c2n[nH]c(=S)n2-c2ccccc2C(F)(F)F)cc(OC)c1OC,i,-0.1%,12%,-8%,-0.7,36,-16%,-2%,1%,12%,
CCn1c(COc2cc(C)cc(C)c2)nnc1SCC(=O)N1CCN(c2ccccc2)CC1,i,0.6%,14%,-12%,3.7,82,49%,-2%,10%,5%,
Fc1ccc(NC(=S)Nc2ccccc2OC(F)F)cc1Cl,i,-0.3%,7%,-3%,-0.6,59,-12%,1%,7%,-1%,
Cc1n[nH]c(C)c1Cc1ccc(C(=O)O)cc1,i,-0.1%,11%,28%,0.5,42,-3%,6%,7%,25%,
COC(=O)c1ccc(COc2nc(C)cc(C)c2C#N)o1,i,-0.1%,9%,-4%,0.0,77,4%,-1%,-3%,4%,
CCC(=O)N1C(=O)CCN(C(C)=O)c2ccccc21,i,-0.1%,13%,10%,1.2,38,-2%,1%,12%,7%,
COc1ccc(OC(C)C(=O)N2CC(C)OC(C)C2)cc1 (stereo not drawn),i,-0.1%,18%,-10%,-0.2,56,2%,-5%,8%,-1%,
CCN(CC)CCn1c2c(c(SCC(=O)Nc3cccc4ccccc34)nc1=O)CCCC2,nt,nt,nt,nt,0.1,69,nt,-1%,2%,15%,
Cc1cc(CNC(=O)Cn2cc([N+](=O)[O-])cn2)c2ccccc2n1,i,0.0%,4%,-18%,1.1,63,2%,-4%,-8%,7%,
CCc1cc(=O)oc2cc(OC(C)C(=O)NCC3CCC(C(=O)O)CC3)c(Cl)cc12 (stereo not drawn),nt,0.9%,2%,-11%,0.4,93,3%,-5%,2%,nt,
CCC(C)(C)NC(=O)C(c1ccncc1)N(C(=O)c1sc(C)nc1C)c1ccc(C)cc1 (stereo not drawn),i,-0.1%,6%,15%,0.3,51,-1%,2%,2%,-2%,
COc1cc(C(=O)NC(=S)NNC(=O)c2ccc3c(c2)OCO3)cc(OC)c1OC,nt,-0.3%,11%,-9%,2.0,55,-29%,-1%,11%,13%,
CCn1c(C)c(C(C)=O)c(N2CCN(c3ccccc3)CC2)nc1=S,i,0.3%,-8%,-4%,0.4,44,-15%,6%,9%,16%,
CC1CCN(S(=O)(=O)c2ccc(S(=O)(=O)N3CCC4(CC3)OCCO4)cc2)CC1,i,-0.1%,11%,8%,1.4,41,0%,-3%,7%,3%,
Cc1cccc(C)c1OC(=O)CSc1nnc(-c2ccccc2)o1,i,1.0%,4%,-10%,0.1,56,0%,-2%,2%,14%,
C=CCN(CC=C)C(=O)c1cccc(OC2CCN(S(=O)(=O)N(C)C)CC2)c1,nt,-0.3%,-2%,-1%,1.1,83,-6%,1%,6%,21%,
CCN(CC)S(=O)(=O)c1ccc(C(=O)Oc2coc(CSc3nc(C)cc(C)n3)cc2=O)cc1,i,-0.2%,-2%,-2%,1.2,63,-14%,-7%,9%,40µM*,
# Next section:
SMILES,Yfh1-off respiration,GPR55 beta-arrestin,GPR55 LPI antagonism,GPR35 arrestin U2OS,NTR1 ag,NTR1 ag cell count 20 µM,AID2073,Dengue-2 NS5 capping,MgcRacGAP inhibition,SV40 large T antigen,others
NC(=S)NC(=O)/C=C/c1ccccc1,i,-0.3%,4%,18%,1.8,64,-7%,2%,16%,13%,
O=C(CN1C(=O)NC2(CCOc3ccccc32)C1=O)c1ccc(Cl)cc1 (stereo not drawn),nt,nt,nt,nt,-0.1,63,nt,-1%,6%,6%,
COc1ccc(CCNS(=O)(=O)c2ccc(Br)cc2)cc1OC,nt,0.2%,-5%,14%,0.4,68,5%,-15%,-21%,5%,
O=C(Cc1ccccc1[N+](=O)[O-])NC1CC2CCC1C2 (stereo not drawn),nt,-0.2%,8%,-1%,4.1,65,12%,-7%,9%,3%,Dengue-2 NS5 capping pilot replicate=-0.9
COc1ccc(-c2cc(-c3ccccc3)nc(SCC(=O)Nc3nccs3)c2C#N)cc1,i,-0.2%,1%,-7%,9.3,57,42%,7%,5%,6%,
NNC(=O)/C(=C\c1cccs1)NC(=O)c1ccccc1,i,0.1%,2%,2%,2.4,67,13%,4%,-2%,31%,
N#Cc1c(/N=C/c2cc(Br)cs2)sc2c1CCC2,i,nt,nt,nt,1.7,85,nt,-2%,14%,nt,
CC1=C(CC(=O)c2ccccc2)C(=O)c2ccccc2C1=O,nt,-0.1%,4%,12%,-1.0,48,-11%,10%,4%,21%,Dengue-2 NS5 capping pilot replicate=-0.1
